Source: PubChem
GPR7 antagonist: GPR7 receptor antagonists, primary screen, cell-based, fluorescence, single concentration | inhibition, % at 4.4 µM | Neuropeptides B/W receptor type 1 (Homo sapiens), P48145 | GPR7-expressing cells, fluorescence antagonist assay | AID 1861, 2009 | 290,000 compounds, 1.1% hits; in the data active = inhibition above about 16%, passing the limit was not always enough;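 also: cells stimulated with the agonist NPW; 0% = agonist with vehicle and 100% = vehicle without agonist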
Target sequence (P48145 whole entry, looked up): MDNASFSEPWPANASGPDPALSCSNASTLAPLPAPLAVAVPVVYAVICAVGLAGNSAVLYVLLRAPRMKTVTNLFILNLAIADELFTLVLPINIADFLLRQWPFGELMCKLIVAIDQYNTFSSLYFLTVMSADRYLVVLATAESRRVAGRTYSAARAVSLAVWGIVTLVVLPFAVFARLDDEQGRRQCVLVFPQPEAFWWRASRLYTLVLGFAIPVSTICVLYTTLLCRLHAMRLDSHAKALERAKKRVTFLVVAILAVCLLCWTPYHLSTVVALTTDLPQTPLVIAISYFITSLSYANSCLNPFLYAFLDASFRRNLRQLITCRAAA
NS3 helicase inh: inhibitors of HCV NS3 helicase, primary screen, biochemical, Cy5 molecular beacon fluorescence. NS3 helicase DNA unwinding. inhibition, % at 10.9 µM. 290,000 compounds, 0.56% hits;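 active = inhibition above the mean of all tested compounds plus 3 SD, set per campaign, cut at about 35% in these data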;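 also: 0% = DMSO wells and 100% = thioflavine S control wells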
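test system = hepatitis C virus NS3 helicase domain fragment enzyme | reagent = annealed dual-labelled DNA beacon duplex, ATP-started | times = 1 h at 25 °C | detection = Cy5 fluorescence, 0 and 60 min reads | read-out basis = percent inhibition from t60/t0 fluorescence ratio | control set = DMSO and thioflavine S | replication = one well per compound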
GalR3 antag: GalR3 antagonists in HEK293 cells, primary screen, cell-based, fluorescence readout; Galanin receptor type 3 (Homo sapiens), O60755; HEK293 GalR3-CNG cAMP membrane potential fluorescence; galR3 body fused to GalR1 C-terminus; AID 651719, 2012; 360,000 compounds, 0.44% hits; inhibition, % at 3 µM;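 active = inhibition above the screen-wide average plus 3 SD, cut at about 13% in these data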;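 also: forskolin and galanin both at EC90 stimulate the cells; cAMP rise reported by CNG channel membrane potential dye signal; 0% = forskolin plus galanin with DMSO and 100% = forskolin alone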
Target sequence (O60755 1-299 limits assumed): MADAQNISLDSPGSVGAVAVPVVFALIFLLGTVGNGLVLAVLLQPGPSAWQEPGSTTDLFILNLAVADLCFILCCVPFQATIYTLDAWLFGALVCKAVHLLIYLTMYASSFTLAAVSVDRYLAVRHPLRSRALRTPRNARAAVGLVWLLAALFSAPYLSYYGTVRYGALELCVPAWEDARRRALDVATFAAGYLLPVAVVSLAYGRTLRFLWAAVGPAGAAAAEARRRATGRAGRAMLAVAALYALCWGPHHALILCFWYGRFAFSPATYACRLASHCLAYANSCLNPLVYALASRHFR
IMP-1 inhibitor: IMP-1 metallo-beta-lactamase inhibitors, primary screen, biochemical, epi-absorbance readout, Pseudomonas aeruginosa enzyme; metallo-beta-lactamase IMP-1 (Pseudomonas aeruginosa); purified IMP-1, nitrocefin hydrolysis, epi-absorbance fluorescence; inhibition, % at 5.6 µM; 290,000 compounds, 0.45% hits;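 active = inhibition above the mean plus 3 SD of all compounds in the same screening run, cut at about 4.5% in these data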;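 also: 0% = IMP-1 with DMSO and 100% = DMSO wells lacking enzyme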
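Test system: recombinant IMP-1 enzyme, purified / Medium: HEPES buffer pH 7.1 with ZnSO4 and Brij 35 / Doses: single dose, 5.6 µM / Times: 25 °C, 15 min preincubation, 25 min reaction / Detection: Epi-absorbance via hydrolysed-nitrocefin quenching of white-plate fluorescence, 480/530 nm, EDTA stop / Evaluation: percent inhibition from optical density relative to buffer-blank wells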
DNA FID counter: compounds displacing fluorescent DNA intercalator, primary screen, artefact control for HCV NS3 helicase inhibitor project, biochemical, FID fluorescence | DNA fluorescent intercalator displacement | inhibition, % at 7.9 µM | 290,000 compounds, 0.17% hits; in the data active = inhibition above about 37%;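 also: 0% = vehicle and 100% = reference compound; higher means more ethidium bromide displaced from hairpin DNA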
V1aR counter: agonists of human V1a receptor, primary screen, counter-screen for OXTR agonist project, fluorescence, CHO-V1R cells. activation, % at 3 µM. 320,000 compounds, 0.25% hits. Vasopressin V1a receptor (Homo sapiens), P37288. Fluo-8 calcium fluorescence, agonist mode; 0% DMSO, 100% 3 nM vasopressin. AID 2797, 2010;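 active = activation above the mean activation of all tested compounds plus 3 SD, per screening run, cut at about 20% in these data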;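 also: signal is peak over basal fluorescence ratio across a 100 second FLIPR read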
VIM-2 inh: VIM-2 metallo-beta-lactamase inhibitors, primary screen, biochemical, epi-absorbance readout, Pseudomonas aeruginosa enzyme; inhibition, % at 5.6 µM; 290,000 compounds, 0.89% hits; AID 1527, 2009; purified VIM-2, nitrocefin hydrolysis, epi-absorbance fluorescence;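 active = inhibition above the mean of all tested compounds plus 3 SD, cutoff set per screening run, cut at about 7.5% in these data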;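 also: red hydrolysis product quenches plate fluorescence so inhibitors raise well fluorescence; 0% = enzyme with DMSO and 100% = DMSO without enzyme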
PHOSPHO1 inh: PubChem AID 1565 | 290,000 compounds, 1.1% hits | recombinant PHOSPHO1, absorbance phosphatase assay | inhibition, % at 13.3 µM; in the data active = inhibition above about 60%
Target sequence (Q8TCT1 whole entry, looked up): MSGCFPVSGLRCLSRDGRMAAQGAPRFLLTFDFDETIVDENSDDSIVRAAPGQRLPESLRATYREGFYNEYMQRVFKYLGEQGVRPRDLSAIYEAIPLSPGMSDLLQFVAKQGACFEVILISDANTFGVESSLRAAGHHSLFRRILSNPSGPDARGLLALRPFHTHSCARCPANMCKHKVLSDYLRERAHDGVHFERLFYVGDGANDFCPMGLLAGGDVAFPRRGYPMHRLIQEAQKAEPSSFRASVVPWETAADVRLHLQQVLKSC
OXTR agonist: human OXTR agonists, primary screen, fluorescence, CHO-OTR cells, Fluo-8 calcium | AID 2435, 2010 | activation, % at 3 µM | 320,000 compounds, 0.32% hits | Fluo-8 calcium fluorescence; normalized: DMSO 0%, oxytocin 100%;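 active = activation above the mean of all tested compounds plus 3 SD, cutoff set per screening run, cut at about 20% in these data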;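 also: peak over basal fluorescence ratio from a 100 s FLIPR kinetic read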
Starred values were filed as active, the others as inactive; / = not tested or not shown. Compounds as they come; any-hit rate near 4.3%.

A first look (5 entries):
SMILES	GPR7 antagonist	NS3 helicase inh	GalR3 antag	IMP-1 inhibitor	DNA FID counter	V1aR counter	VIM-2 inh	PHOSPHO1 inh	OXTR agonist
COC(=O)Cc1csc(Nc2ccc(F)c(Cl)c2)n1	-6	-4	2	-2.4	-4	0.8	-3.0	-23	2.7
Cc1c(O)ccc(/C=N/Nc2ncccc2[N+](=O)[O-])c1O	-11	1	-9	-0.8	0	1.1	-0.8	19	0.4
COC(=O)Cn1cc(/C=C/c2cc[n+](C)cc2)c2ccccc21	6	23	0	0.2	2	3.3	3.8	-19	1.6
O=C(c1nc2ccc(Cl)cn2c1CNCCc1cnccn1)N1CCCCCCC1	-9	1	1	-3.4	-11	0.1	-4.3	13	0.5
O=S(=O)(Nc1ncccn1)c1ccc(NC(=S)Nc2ccc(Cl)cc2)cc1	-2	1	1	0.1	-5	1.6	0.7	28	5.2

Main list, repeating the preview:
SMILES	GPR7 antagonist	NS3 helicase inh	GalR3 antag	IMP-1 inhibitor	DNA FID counter	V1aR counter	VIM-2 inh	PHOSPHO1 inh	OXTR agonist
COC(=O)Cc1csc(Nc2ccc(F)c(Cl)c2)n1	-6	-4	2	-2.4	-4	0.8	-3.0	-23	2.7
Cc1c(O)ccc(/C=N/Nc2ncccc2[N+](=O)[O-])c1O	-11	1	-9	-0.8	0	1.1	-0.8	19	0.4
COC(=O)Cn1cc(/C=C/c2cc[n+](C)cc2)c2ccccc21	6	23	0	0.2	2	3.3	3.8	-19	1.6
O=C(c1nc2ccc(Cl)cn2c1CNCCc1cnccn1)N1CCCCCCC1	-9	1	1	-3.4	-11	0.1	-4.3	13	0.5
O=S(=O)(Nc1ncccn1)c1ccc(NC(=S)Nc2ccc(Cl)cc2)cc1	-2	1	1	0.1	-5	1.6	0.7	28	5.2
Cc1nc2cc(NCc3ccccc3O)ccc2n1Cc1ccccc1	20	-23	-7	-0.8	3	7.1	-1.4	40	8.0
CC(=O)Nc1ccc(SCC(=O)NCCc2ccc(F)cc2)cc1	9	19	4	0.8	-10	3.5	0.9	27	0.1
CC(=O)c1ccc(NC(=O)CNCC(c2ccccc2)N(C)C)cc1 (stereo unspecified)	-11	-4	1	-3.0	11	0.1	-3.8	36	0.7
Cc1nn(-c2ccccc2)c(C)c1C1C(C#N)=C(N)Oc2n[nH]c(C)c21 (stereo unspecified)	-3	-1	-1	-1.7	-3	0.7	-3.0	8	-0.1
Cc1cc(C)c(C2C(C#N)=C(N)Oc3n[nH]c(C)c32)cc1CN1CCCC1 (stereo unspecified)	-11	2	-9	-1.4	1	0.5	-1.7	14	-0.1
Cc1cc([N+](=O)[O-])ccc1NC(=O)COc1nsnc1N1CCOCC1	-5	-3	-6	-1.3	-2	3.8	-1.6	32	3.8
COc1cc(NC(=O)CN(C)S(=O)(=O)c2ccc(C)cc2)cc(OC)c1	-4	2	-5	-1.5	-16	-0.4	-2.5	-45	-0.7
Nn1c(SCC(=O)Nc2ccc3c(c2)OCCO3)nnc1-c1ccncc1	-5	-4	-2	-1.5	-3	1.1	-2.6	8	1.3
Cc1c(NC(=O)CN2CCN(C(c3ccccc3)c3ccccc3)CC2)c(=O)n(-c2ccccc2)n1C	-13	9	-3	-0.8	-15	0.5	-2.0	-60	0.5
CCc1ccccc1NC(=O)CCN1C(=O)C2C3CCC(C3)C2C1=O (stereo unspecified)	-6	-13	-8	0.2	-5	-0.2	0.2	-23	0.2
CCOc1ccc(N(C)S(=O)(=O)c2ccc3[nH]cc(C(=O)NCC4CCCO4)c(=O)c3c2)cc1 (stereo unspecified)	-3	3	-5	-2.6	-6	0.6	-1.3	16	0.2
CCC(C(=O)OCC(=O)N1C(C)CCCC1C)c1ccccc1 (stereo unspecified)	20	9	-6	-2.8	-31	-1.0	-3.3	11	-2.1
CCOC(=O)CSc1c(-c2cccs2)[nH]c2ccccc12	-6	-9	-3	-2.2	3	0.4	-3.0	2	-2.0
CCCCc1ccc(NC(=O)CC(C)C)cc1	-6	-2	-7	-5.3	-10	-1.4	-5.9	15	-2.1
O=C(Cn1cc2c(n1)CCCC2)NC1CCCCCC1	-4	-4	2	-2.4	-5	0.1	-0.7	10	-1.0
Cc1ccccc1NC(=O)C(C)n1c2ccccc2c2nc(=O)cc(C)n21 (stereo unspecified)	-18	-21	3	-1.1	-14	0.1	-1.8	18	3.2
CC12CCC(C(=O)Nc3ccccc3Cl)(C(Br)C1=O)C2(C)C (stereo unspecified)	-12	6	-2	-2.2	-9	-1.4	-4.3	-12	-3.0
CN(CC(=O)N1CCCCC1)S(=O)(=O)c1cccc2nsnc12	3	20	1	1.1	-1	-0.7	1.4	40	-0.3
O=C1Nc2ccccc2N(O)N1c1ccc(Cl)c(Cl)c1	-13	-8	-1	-3.0	5	-0.4	-2.4	20	-0.8
O=C(O)COCC(=O)NCc1csc2ccc(Cl)cc12	-8	-6	2	-4.7	0	2.2	-2.1	-11	0.1
SMILES	GPR7 antagonist	NS3 helicase inh	GalR3 antag	IMP-1 inhibitor	DNA FID counter	V1aR counter	VIM-2 inh	PHOSPHO1 inh	OXTR agonist
COc1ccc(NC(=O)c2cc(S(=O)(=O)N(C)C)ccc2N2CCCC2)cc1Cl	1	-3	-2	-3.8	-17	0.5	0.5	-13	-1.2
Cc1noc(C)c1S(=O)(=O)N1CCCC1C(=O)NC(C)(C)C (stereo unspecified)	-12	15	-10	-2.3	-6	0.9	-3.0	40	-0.2
Cc1cc(C(=O)Nn2c(C3CCCCC3)nc3ccccc3c2=O)ccc1[N+](=O)[O-]	-9	2	-1	-3.0	9	5.7	0.6	-9	3.7
CCOc1ncccc1C(=O)Nc1ccc2c(C)cc(=O)oc2c1	-12	-9	-3	-0.4	-5	0.7	-1.4	45	2.2
Cc1ccc(Cn2ccc(NC(=O)c3nc4ncccn4n3)n2)cc1	-8	6	0	-0.6	-7	0.0	-0.5	-7	0.6
O=C1Cc2ccccc2C(=O)N1c1cccc(Cl)c1	-15	37*	-7	-1.4	-21	-0.6	-1.4	36	-0.4
O=C(COc1ccccc1[N+](=O)[O-])Nc1ccc(NC(=O)c2cc3ccccc3o2)cc1	-1	14	1	-1.0	3	-0.5	-3.0	41	0.3
O=C(O)COc1cccc2ccccc12	8	-7	-5	-7.4	2	0.9	-0.5	10	0.7
Cc1cc(C(=O)COC(=O)c2ccc(O)cc2)c(C)n1CC1CCCO1 (stereo unspecified)	0	13	12	-3.3	-19	1.7	-1.1	-16	2.0
Cn1c(=O)c(=O)n(C)c2cc(S(=O)(=O)CCC(=O)Nc3ccc(F)cc3)ccc21	-10	20	/	-2.9	-3	0.2	-1.8	23	-0.4
Cc1ccc(/C=N/NC(=O)CN2C(=O)CSc3ccccc32)o1	-11	-7	6	-3.1	-19	2.2	-2.9	32	1.0
COc1cc(CNc2ccc3[nH]c(=O)[nH]c3c2)ccc1OCc1c(F)cccc1Cl	-2	-4	-10	-3.7	-22	/	-1.6	38	/
Cc1ccc(C(=O)N/C(=C\c2cn(C)c3ccccc23)C(=O)NCCCn2ccnc2)cc1	-3	-16	-7	-2.4	13	0.6	-3.4	28	-0.1
Cc1cccnc1NC(=O)COc1ccc2oc3c(c2c1)CCCC3	2	-4	-6	-1.9	-22	-0.6	-0.8	17	-1.8
O=C(NC1CCS(=O)(=O)C1)Oc1ccc(Cl)cc1 (stereo unspecified)	-6	6	12	-3.0	-1	-0.6	-1.5	-3	1.2
CCC(=O)N1CCCc2ccccc21	7	21	-7	0.3	-3	2.2	2.1	37	1.6
CSc1ccc(S(=O)(=O)Nc2ccc(N3CCOCC3)c(Cl)c2)cc1	-13	-5	-6	-3.0	-6	3.7	-4.2	16	4.9
O=C(NCc1cccnc1)c1ccc(CS(=O)(=O)Cc2ccc(Cl)cc2)o1	5	5	-2	0.0	-1	1.3	-1.2	7	0.6
CCC(CO)NC1=C([N+](=O)[O-])C(=O)CC(C)(C)C1 (stereo unspecified)	-4	6	3	-2.7	-6	0.0	-1.2	-11	0.5
O=C(c1ccc2ccccc2c1)N1CCCCC1	-15	4	-5	-3.1	-10	-1.2	-3.0	45	-1.4
COc1ccc(C(=O)OC(C)C(=O)NC(C)CCc2ccccc2)c(OC)c1 (stereo unspecified)	6	31	-8	-2.3	-39	1.5	-0.9	-3	-0.3
c1ccc(-c2nnc(CSc3nnc(-c4cccs4)o3)o2)cc1	4	4	-5	-1.1	-11	0.8	-1.0	/	1.3
O=C(NCc1ccc(Cl)cc1)C1CCC(=O)N(C2CC2)C1 (stereo unspecified)	-8	-2	-7	1.8	-8	0.7	1.2	32	0.9
[O-][N+]1=c2ccc(Nc3ccccc3)cc2=NC12CCCCC2	-10	-3	-6	-2.6	4	-0.7	-2.2	8	-1.6
